p97 ATPase inh – inhibitors of human p97 ATPase; recombinant p97 ATPase, Kinase-Glo ATP luminescence, 3 h; inhibition, % at 8 µM; actives 0.42% (n = 220,000); AID 1481; in the data active means inhibition above about 15%;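 further: 0% = DMSO vehicle and 100% = wells lacking enzyme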
Hck Nef HTS – inhibitors of human Hck kinase activated by Nef; Recombinant Hck-YEEI plus Nef, Z-Lyte FRET kinase assay; inhibition, % at 20 µM; actives 0.68% (n = 220,000); AID 463187;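 active means Hck-Nef kinase inhibition above about 50%, limit read from the data; inactive means inhibition below that limit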;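 further: 0% = DMSO with Hck plus Nef and 100% = Hck alone without Nef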
Target sequence (P08631 whole entry, looked up): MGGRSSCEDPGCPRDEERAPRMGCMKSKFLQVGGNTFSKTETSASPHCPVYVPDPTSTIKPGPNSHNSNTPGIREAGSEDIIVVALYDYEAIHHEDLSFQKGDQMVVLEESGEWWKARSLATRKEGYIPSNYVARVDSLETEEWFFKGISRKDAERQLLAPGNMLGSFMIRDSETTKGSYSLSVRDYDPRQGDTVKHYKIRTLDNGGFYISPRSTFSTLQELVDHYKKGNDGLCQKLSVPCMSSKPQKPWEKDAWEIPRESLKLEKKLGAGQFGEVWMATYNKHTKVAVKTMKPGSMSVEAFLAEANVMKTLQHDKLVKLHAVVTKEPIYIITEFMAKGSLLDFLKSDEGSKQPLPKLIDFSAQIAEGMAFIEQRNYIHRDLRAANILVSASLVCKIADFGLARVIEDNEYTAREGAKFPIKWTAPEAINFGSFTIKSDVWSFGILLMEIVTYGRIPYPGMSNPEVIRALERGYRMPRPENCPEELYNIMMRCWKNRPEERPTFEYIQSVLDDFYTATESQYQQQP
Mdm2 ligase inh – Mdm2 E3 ligase (human) inhibition | Q00987 | cell-based MDM2 ubiquitination luciferase reporter, 2 h; 0 = plate control, 100 = twice control, blank-subtracted | signal enhancement, % at 5 µM | actives 0.11% (n = 210,000);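 active means signal enhancement of 30% or more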;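 further: luminescence tracks abundance of the self-degrading MDM2-luciferase fusion protein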
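System: stable MDM2–luciferase fusion reporter cells / Input: 2000 cells seeded into each well / Schedule: 4 h settle plus 2 h compound, 37 °C / Compound: single-point 5 µM / Buffer or medium: cells held in DMEM / Benchmarks: control and blank well means / Evaluation: percent signal gain over controls, blank-subtracted / Measured by: luciferase luminescence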
RBBP9 inh – blocks human serine hydrolase RBBP9 | recombinant RBBP9, FP-Rh probe fluorescence polarization | AID 1515 | O75884 | actives 0.2% (n = 220,000) | inhibition, % at 7.94 µM;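 active means inhibition above the campaign mean of all tested compounds plus 3 SD, cut at about 14% in these data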;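 further: plate controls were DMSO wells with RBBP9 for no effect and wells lacking RBBP9 protein for full effect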
Target sequence (O75884 whole entry, looked up): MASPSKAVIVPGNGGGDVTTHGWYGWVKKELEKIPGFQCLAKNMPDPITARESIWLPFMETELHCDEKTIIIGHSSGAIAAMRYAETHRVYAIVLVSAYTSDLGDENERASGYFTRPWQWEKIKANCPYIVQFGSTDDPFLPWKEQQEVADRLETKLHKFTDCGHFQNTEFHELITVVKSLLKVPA
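Test system: recombinant human RBBP9; Timing: 30 min then 45 min, 25 °C; Detection: fluorescence polarization; Control set: RBBP9 with DMSO as uninhibited control, no-protein wells as full inhibition; Compound dosing: one concentration, 7.94 µM nominal, 0.794% DMSO; Probe or stimulus: FP-Rh activity-based probe, 375 nM before mixing.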
NPY-Y1 PAM-ag – potentiators or agonists of human neuropeptide Y receptor Y1. actives 0.37% (n = 220,000). NPY-Y1 expressing cells, potentiator/agonist activation. activation, % at 3.6 µM. P25929. AID 1304; in the data active means activation above about 33%, passing the limit was not always enough;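 further: cells stimulated with NPY at EC10 then isoproterenol at EC100; 0% = low agonist plus stimulus and 100% = saturating agonist plus stimulus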
Target sequence (P25929 whole entry, looked up): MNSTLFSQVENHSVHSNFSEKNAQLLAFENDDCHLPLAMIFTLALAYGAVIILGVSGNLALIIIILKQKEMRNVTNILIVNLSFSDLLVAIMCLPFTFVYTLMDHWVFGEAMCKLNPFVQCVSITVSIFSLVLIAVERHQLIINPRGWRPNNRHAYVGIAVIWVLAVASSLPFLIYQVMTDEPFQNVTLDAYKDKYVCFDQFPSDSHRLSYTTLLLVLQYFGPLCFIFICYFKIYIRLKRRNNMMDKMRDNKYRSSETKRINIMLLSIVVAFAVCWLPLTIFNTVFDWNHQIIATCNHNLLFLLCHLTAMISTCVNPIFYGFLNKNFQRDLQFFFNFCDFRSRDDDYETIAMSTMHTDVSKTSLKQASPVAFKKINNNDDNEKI
NPY Y1 blocker – blocks the human neuropeptide Y Y1 receptor. actives 1% (n = 200,000). P25929. HEK293-CNG Y1 cells, membrane potential fluorescence; NPY at EC95, then isoproterenol. AID 1040. inhibition, % at 3.6 µM;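 active means inhibition above the campaign mean inhibition of all tested compounds plus 3 SD, cut at about 20% in these data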;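 further: 0% = DMSO wells given NPY plus isoproterenol and 100% = isoproterenol alone without NPY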
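System: HEK293 cells with Y1 receptor plus CNG channel / Probe or stimulus: NPY 25 nM then isoproterenol 1 µM plus Ro 20-1724 25 µM / Compound: one concentration, 3.6 µM, in 0.4% DMSO / Schedule: compound incubation 1 h at room temperature, readout 45 min post-stimulation / Measured by: membrane potential fluorescence / Read-out: % inhibition of NPY effect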
NPY-Y2 PAM-ag – potentiators or agonists of human neuropeptide Y receptor Y2; actives 0.45% (n = 220,000); cells expressing NPY-Y2, potentiator/agonist read-out; P49146; AID 1359; activation, % at 3.6 µM; in the data active means activation above about 27%;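 further: cells stimulated with NPY near EC25 plus isoproterenol at EC100; 0% = vehicle plus submaximal agonist and 100% = vehicle plus saturating agonist; some results beyond the cut were filed as inactive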
Runt-CBFb FRET – Runt domain-CBFb interaction inhibition; Cerulean-Runt/Venus-CBFb FRET ratio 530/480, 1 h; inhibition, % at 20 µM; actives 0.46% (n = 220,000); AID 1496;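 active means inhibition over about 50% at 20 µM in the single-dose screen, limit read from the data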;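 further: 0% = DMSO wells and 100% = excess unlabeled CBFb competitor control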
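Reagent – Venus-CBFb binding partner, 100 nM · Assay system – Cerulean-tagged RUNX1 Runt domain (FRET donor) fusion protein · Input – 100 nM per protein · Incubation – two 1 h room-temperature incubations shielded from light · Measured by – FRET fluorescence · Medium – Tris buffer pH 7.5 with salts and BSA · Benchmarks – unlabeled CBFb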
Runt-SMMHC FRET – blocks binding of human RUNX1 Runt domain to CBFb-SMMHC; Cerulean-Runt/Venus-CBFb-SMMHC FRET ratio 530/480, 1 h; Q01196+Q13951; actives 0.74% (n = 220,000); inhibition, % at 20 µM;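 active means mean inhibition across duplicate retests at 20 µM reaching about 50%, limit read from the data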;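 further: 0% = DMSO wells and 100% = wells with excess untagged CBFb-SMMHC; inhibitors lower the FRET ratio by blocking Runt binding to CBFb-SMMHC; some results filed as inactive read as strong as hits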
An asterisk follows results filed as active; . = not tested or not shown.

SMILES	p97 ATPase inh	Hck Nef HTS	Mdm2 ligase inh	RBBP9 inh	NPY-Y1 PAM-ag	NPY Y1 blocker	NPY-Y2 PAM-ag	Runt-CBFb FRET	Runt-SMMHC FRET
CCCCc1c(O)nc(SCC(=O)Nc2ccc3c(c2)CCC3)[nH]c1=O	6	-5	-7	-8	19	-4	10	0	1
CN(c1cccc(Cl)c1)S(=O)(=O)c1cccc(C(=O)Nc2ccc3c(c2)CCC3)c1	4	2	0	-28	14	1	15	1	3
COCCCNC(=S)Nc1cccc(SC)c1	4	-1	2	-4	-20	.	6	4	-5
CCCCN(C(=O)c1ccc(Cl)cc1)C1CC2CCC(C1)N2C (centres undefined)	5	21	-14	-5	20	0	9	2	-1
COc1ccc(CCc2cc(OC)cc(=O)o2)cc1	.	32	-16	.	.	.	.	-2	2
COc1ccc(CCNC(=O)CSc2ccccn2)cc1OC	8	29	-14	-6	24	-6	-2	8	6
Cn1nc(C(F)(F)F)c(-c2ccccc2)c1NC(=O)c1nccnc1C(=O)O	5	-1	-10	3	-8	.	-6	5	-5
Cc1cccc(-c2noc(CN(C(=O)c3ccc(Br)o3)C(C)C)n2)c1	1	1	-7	-4	-17	14	0	-3	3
O=C(CCc1n[nH]c(=O)[nH]c1=O)N1CCOCC1	-1	-1	-18	-8	-13	-3	3	2	0
Cc1ccccc1CSCC(=O)NCc1ccco1	3	6	10	4	6	-6	-5	0	0
Cc1c(NC(=O)c2cc(-c3ccccc3O)on2)c(=O)n(-c2ccccc2)n1C	6	8	-2	0	-23	.	-2	3	-4
C=CCc1c(C)[nH]c(=O)[nH]c1=O	5	0	4	2	-2	9	-13	0	0
CCN1/C(=C2\C(=O)N(C)C(=S)N2C)C=Cc2ccccc21	0	0	-5	-7	6	-2	0	6	3
COc1cc(C2C(N3C(=O)c4ccccc4C3=O)C(=O)N2c2cccc(C)c2)cc(OC)c1OC (centres undefined)	-2	-1	-1	-10	-12	6	1	-1	-2
O=C(Cn1nnc2ccccc21)NCc1ccccc1	6	7	-18	-6	-10	-4	4	-2	-4
COc1cccc(C(=O)C2CCCN(C(=O)c3cccc(C#CC(C)(C)O)c3)C2)c1 (centres undefined)	-1	17	-12	5	1	0	8	0	0
Cc1ccc2nsnc2c1NC(=O)c1ccc(-c2cc(Cl)ccc2Cl)o1	-1	32	-32	-12	-28	12	-24	12	6
CCN(CC(=O)NCc1cccs1)C(=O)c1cccc(S(=O)(=O)N2CCc3ccccc32)c1	-3	23	2	-6	0	2	-1	0	1
COC(=O)C/C(O)=C(/N=Nc1cccc(C(F)(F)F)c1)C(=O)OC	1	-5	-35	2	-15	2	-6	-6	-7
COc1ccc(-c2ccc(C(=O)O)o2)c([N+](=O)[O-])c1	-1	25	-6	-9	-23	9	-14	43	27
CC(=O)Nc1sc2c(c1C#N)CC(C)(C)NC2(C)C	3	-5	-15	3	22	5	4	0	0
Cc1cc(NC(=O)CN2C(=O)S/C(=C\c3ccccc3)C2=O)no1	0	3	1	-8	-4	3	-2	-1	1
CC(/C=N/n1c(-c2ccccn2)n[nH]c1=S)=C\c1ccccc1	0	-157	-6	-9	-7	.	-5	12	7
CCC(c1nnc(SCC(=O)Nc2ccc(C(C)=O)cc2)n1C1CCCCC1)N(C)C (centres undefined)	-2	5	-14	-7	3	1	1	-3	-2
COc1ccc2c(-c3cc4ccc(OCc5ccc(F)cc5)cc4oc3=O)cc(=O)oc2c1	-4	-2	-13	-9	-16	3	10	-3	0
CC(C)C[C@H](NC(=O)c1[nH]cnc1C(=O)N[C@@H](C)c1ccccc1)C(=O)OC(C)(C)C	2	-13	.	-4	-2	1	18	-3	-6
Cc1ccc(N2C(=O)[C@@H]3C(C(=O)C(c4ccccc4)c4ccccc4)=NN[C@@H]3C2=O)cc1	-2	1	-10	-11	-9	4	5	1	0
O=C(O)CCSCCC(=O)O	1	-6	-8	-8	8	-5	13	2	-4
C/C(N)=C(/C#N)C(=O)CSc1nnc(COc2cc(C)ccc2C)o1	2	0	9	-2	24	1	-12	-2	-2
COc1ccc(-c2cc(C(=O)Nc3cccc(S(=O)(=O)NCc4ccco4)c3)c3ccccc3n2)cc1OC	4	-11	-42	-46	-78	13	-64	-6	-8
CCC(C)NS(=O)(=O)c1ccc(OCC(=O)Nc2ccc(F)cc2F)cc1 (centres undefined)	-2	6	3	-2	-14	-4	11	-3	3
CC1CC(C(F)F)n2nc(C(=O)O)cc2N1 (centres undefined)	5	-9	13	-9	-22	3	4	0	2
Cc1ccc(NC(=O)CC(NCCN2CCOCC2)C(=O)O)cc1Cl (centres undefined)	2	1	8	-8	3	1	4	0	5
COc1ccccc1N1CCN(C(=O)c2ccc(CSc3ccccc3)cc2)CC1	-9	-1	-21	-10	-3	-2	-5	-4	-6
COCCn1c(Br)nc2c1c(=O)n(C)c(=O)n2C	2	17	-6	-1	-2	-2	-6	-2	-1
CC1(C)C(=O)OC(c2ccccc2)C2(CCCC2)C1=O (centres undefined)	-2	4	-18	-9	5	-1	2	0	2
O=C(Nc1ccc(F)cc1)c1cc2c(s1)CCCC2	4	20	-17	-14	1	.	-15	0	1
O=C1OCC/C1=C\c1ccccc1O	-5	-8	-17	-2	-7	10	-11	-4	-25
CC(C)Oc1ccc(CCc2n[nH]c(=S)n2Cc2ccccc2)cc1	0	2	-10	-10	-1	6	-17	-5	10
CCOC(=O)C1CCCCN1Cc1cccc(C(F)(F)F)c1 (centres undefined)	-2	0	-8	1	-13	-1	10	2	-2
COCCNC(=O)NC(=O)CN1CCN(C(c2ccccc2)c2ccccc2)CC1	1	10	3	8	-1	-4	3	-2	0
Cc1cc(C)n2ncc(C(=O)NCc3ccc(Cl)cc3)c2n1	2	1	-6	-5	6	12	-18	1	4
CC1=NN(C(=O)Cn2nc([N+](=O)[O-])c(Br)c2C)C(O)(C(F)(F)F)C1 (centres undefined)	4	3	-17	-2	-1	1	4	-3	-4
COc1ccc(NC(=O)CSc2nncs2)cc1S(N)(=O)=O	-3	-7	-3	-7	5	.	-10	0	-2
COc1ccc(N=c2oc3c(OC)cccc3cc2C(=O)NCc2ccco2)c(OC)c1	3	22	-12	-4	11	12	8	-12	-12

Arranged by value in RBBP9 inh (descending): some entries from above.
Compound | RBBP9 inh
Cn1nc(C(F)(F)F)c(-c2ccccc2)c1NC(=O)c1nccnc1C(=O)O | 3
COCCn1c(Br)nc2c1c(=O)n(C)c(=O)n2C | -1
CCC(c1nnc(SCC(=O)Nc2ccc(C(C)=O)cc2)n1C1CCCCC1)N(C)C (centres undefined) | -7

The results go on.
SMILES	p97 ATPase inh	Hck Nef HTS	Mdm2 ligase inh	RBBP9 inh	NPY-Y1 PAM-ag	NPY Y1 blocker	NPY-Y2 PAM-ag	Runt-CBFb FRET	Runt-SMMHC FRET
NS(=O)(=O)c1ccc(CCNC(=O)CSc2nc3ccccc3c3nc(CCN4CCCCC4)nn23)cc1	-1	22	-9	2	3	3	-7	1	-1
Cn1c(=O)[nH]c(=O)c2c1nc(Sc1ccccc1)n2CCc1ccccc1	-2	-1	-5	-7	-4	-1	12	-1	1
Cc1ccc2nc(Nc3nc(CSc4nnnn4-c4ccccc4)cc(=O)[nH]3)nc(C)c2c1	0	1	-4	7	-13	-2	-7	-5	4
Cc1cccc(Oc2nc3c(c(=O)n(C)c(=O)n3C)n2C)c1	1	22	-31	-6	5	5	-1	-1	-1
O=C(CN1CCN(S(=O)(=O)c2ccccc2[N+](=O)[O-])CC1)Nc1ccc(N2CCOCC2)cc1	1	20	.	-11	1	.	-7	1	6
CCOc1ccc(CN(C)CC(=O)Nc2cc(C)c(C)cc2[N+](=O)[O-])cc1	3	17	-10	-2	-18	7	-5	-1	-4
O=C1Nc2ccccc2C(O)(C(=O)NCc2ccco2)N1c1ccc(Cl)c(Cl)c1 (centres undefined)	1	-1	14	-6	13	5	4	4	9
Cc1ccc2c(c1)N(Cc1cccc(Cl)c1)C(=O)c1cccnc1O2	0	2	15	-10	-19	4	5	-5	1
CCN(C1CCCCC1)S(=O)(=O)c1ccc(S(=O)(=O)N2CCN(CCC#N)CC2)cc1	-7	19	-12	-4	-12	-1	6	-5	-2
CC(C)(C)n1nnnc1C(c1cccs1)N1CCCC2(CCCCC2)C1 (centres undefined)	0	5	-19	-5	-1	-9	-3	-2	4
Cc1cc(N2CCN(c3cccc(C(F)(F)F)c3)CC2)n2nc(C)nc2n1	-2	-11	-23	-14	-20	0	0	-2	-1
N#C/C(=C\c1ccco1)Sc1nc2ccccc2s1	8	7	-4	-5	5	-1	1	4	0
COc1ccc(-n2ncc3c(Nc4cccc(C)c4)ncnc32)cc1	4	-3	-9	-4	7	3	7	1	-1
Cc1cc(Nc2ccc(F)cc2F)n2nc(C)nc2n1	2	0	-9	-7	0	-3	13	1	-3
O=C(COC(=O)[C@H](Cc1ccccc1)NC(=O)c1cccs1)NC1CCCCC1	4	2	-6	-4	1	-1	0	-2	1
CCC(=O)Oc1oc(-c2ccccc2)nc1C=Nc1ccccc1OC	3	-1	22	-1	5	-4	-1	2	18
c1ccc(CN2CCCC3(CCCN(Cc4nc(CC5CC5)no4)C3)C2)cc1 (centres undefined)	1	3	-13	-8	-11	1	-12	-2	-2
CCOC(=O)c1cc(-c2ccccc2)sc1NC(=O)CC(C)C	-6	1	-17	-8	-29	5	-13	-2	-6
Cc1ccc2nc(-c3ccc(NS(=O)(=O)c4c(C)n(C)c(=O)n(C)c4=O)cc3)sc2c1	8	7	-18	-13	9	.	22	0	-7
COc1cc2c(cc1OC)C(C(=O)NC1CC1)C1c3ccccc3CCN1C2=O (centres undefined)	-1	12	.	1	-14	2	-4	.	.
COC(=O)c1c(NC(=O)COC(=O)Cn2cnc3ccccc32)sc2c1CCCC2	1	-18	8	-5	16	2	-10	-3	-2
CC(=O)NC1=NC(=O)/C(=C/c2cc(C)n(-c3cccc(C(=O)O)c3)c2C)S1	-2	-14	-13	-1	0	1	7	16	18

Among those listed so far, 2 have a tert-butyl group:
SMILES	p97 ATPase inh	Hck Nef HTS	Mdm2 ligase inh	RBBP9 inh	NPY-Y1 PAM-ag	NPY Y1 blocker	NPY-Y2 PAM-ag	Runt-CBFb FRET	Runt-SMMHC FRET
CC(C)C[C@H](NC(=O)c1[nH]cnc1C(=O)N[C@@H](C)c1ccccc1)C(=O)OC(C)(C)C	2	-13	.	-4	-2	1	18	-3	-6
CC(C)(C)n1nnnc1C(c1cccs1)N1CCCC2(CCCCC2)C1 (centres undefined)	0	5	-19	-5	-1	-9	-3	-2	4

Screens from PubChem BioAssay.
